Compound activity as filed in PubChem.
M1 PAM parental – counter-screen for M1 PAMs: effect in parental CHO-K1 cells | ATP EC20, Fluo-8 calcium fluorescence; 0% at ATP EC20, 100% at ATP max | activation, % at 3 µM | 360,000 tested, 0.02% active;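 active means activation above the run cutoff, the mean activation of all test compounds plus 3 SD, cut at about 40% in these data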;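 further: peak over basal fluorescence ratio in a 140 s read after ATP addition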
CHRM1 antagonist – antagonists of human M1 muscarinic receptor; 360,000 tested, 1.3% active; AID 588852; P11229; CHO-K1 hM1, Fluo-8 calcium fluorescence, ACh EC80 antagonist; inhibition, % at 3 µM;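 active means percent inhibition above its own plate's cutoff, namely the mean of that plate's compound wells plus 3 SD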;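 further: peak over basal fluorescence ratio during 140 s after agonist addition; 0% = ACh EC80 plus DMSO and 100% = DMSO alone without agonist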
Target sequence (P11229 whole entry, looked up): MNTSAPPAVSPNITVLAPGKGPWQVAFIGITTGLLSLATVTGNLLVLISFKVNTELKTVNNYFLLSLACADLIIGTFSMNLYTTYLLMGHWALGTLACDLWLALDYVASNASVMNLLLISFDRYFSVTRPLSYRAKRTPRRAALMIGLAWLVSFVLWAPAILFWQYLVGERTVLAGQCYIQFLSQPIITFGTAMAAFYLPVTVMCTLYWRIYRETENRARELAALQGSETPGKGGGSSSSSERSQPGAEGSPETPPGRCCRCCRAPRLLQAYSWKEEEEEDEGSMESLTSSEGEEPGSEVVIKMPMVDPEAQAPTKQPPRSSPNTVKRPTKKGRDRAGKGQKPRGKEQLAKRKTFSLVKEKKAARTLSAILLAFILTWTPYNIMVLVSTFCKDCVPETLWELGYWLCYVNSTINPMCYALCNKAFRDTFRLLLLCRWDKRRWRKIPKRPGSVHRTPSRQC
CHO parental Ca – signal in parental CHO cells, OX1R antagonist counter-screen | AID 463079 | parental CHO-K1, ATP-induced calcium, Fluo-8 fluorescence | 330,000 tested, 0.63% active | inhibition, % at 5.6 µM;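 active means inhibition above that plate's mean sample inhibition plus 3 SD, cut at about 26% in these data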;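 further: 0% = ATP-challenged DMSO wells and 100% = DMSO wells without ATP; some compounds past the cut are filed as inactive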
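Material: Parental CHO cells | Reagent: ATP | Compound dosing: Single nominal dose of 5.6 µM per compound | Detection: Intracellular calcium via Fluo-8 no-wash fluorescent dye | Read-out: % inhibition of ATP-induced calcium mobilization | Benchmarks: Low control ATP plus DMSO, high control DMSO only | Replicates: Singlicate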
M1 ag – agonists of human M1 muscarinic receptor. P11229. CHO-K1 hM1, Fluo-8 calcium fluorescence, agonist mode; 0% DMSO, 100% acetylcholine EC100. activation, % at 3 µM. 360,000 tested, 0.33% active. AID 588814;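 active means activation above the run's mean compound activation plus 3 SD, cut at about 16% in these data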;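 further: peak over basal fluorescence ratio within a 140 s kinetic read after compound addition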
TAAR1 antag – antagonists of human TAAR1 | Q96RJ0 | CHO RD-HGA16 TAAR1, Fluo-8 calcium fluorescence, antagonist | inhibition, % at 3 µM | 360,000 tested, 1.5% active | AID 624466;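 active means inhibition above a per-plate cutoff, the mean inhibition of test compounds on that plate plus 3 SD, cut at about 49% in these data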;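 further: 0% = DMSO plus EC80 beta-PEA response and 100% = DMSO alone without agonist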
Target sequence (Q96RJ0 whole entry, looked up): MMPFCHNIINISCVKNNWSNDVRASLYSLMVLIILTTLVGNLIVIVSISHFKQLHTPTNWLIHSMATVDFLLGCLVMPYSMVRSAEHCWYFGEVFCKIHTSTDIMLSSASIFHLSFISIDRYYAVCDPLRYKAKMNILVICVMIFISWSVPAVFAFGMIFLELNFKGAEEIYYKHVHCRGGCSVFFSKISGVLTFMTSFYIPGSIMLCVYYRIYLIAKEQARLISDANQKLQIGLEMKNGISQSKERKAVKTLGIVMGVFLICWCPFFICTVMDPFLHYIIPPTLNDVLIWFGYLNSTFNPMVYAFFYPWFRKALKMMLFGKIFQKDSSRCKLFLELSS
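Test system – hTAAR1-expressing CHO RD-HGA16 cells, Gα16-coupled · Reagent – β-PEA at EC80 concentration, post-compound challenge · Compound dosing – 3 µM, single point · Timing – 140 s kinetic read after compound, 140 s after agonist · Detection – Fluo-8 intracellular calcium dye fluorescence, real-time kinetic reads · Control set – DMSO and EC80 PEA controls · Repeats – n of 1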
TAAR1 ag – agonists of human TAAR1; Q96RJ0; AID 624467; 360,000 tested, 0.99% active; activation, % at 3 µM; CHO RD-HGA16 TAAR1, Fluo-8 calcium fluorescence; vehicle wells 0%, saturating PEA agonist 100%;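 active means activation above the mean activation of all test compounds in the run plus 3 SD, cut at about 38% in these data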
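System: CHO RD-HGA16 cells carrying human TAAR1 plus Gα16; Incubation: 17-24 h seeding, 75 min 37 °C dye, 30 min RT; Measured by: Fluo-8 fluorescence, 5 s baseline then 140 s kinetic read; Control set: DMSO and PEA EC100; Replication: single well for each compound.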
CHRM1 PAM – human CHRM1 positive allosteric modulation. P11229. CHO-K1 hM1, Fluo-8 calcium fluorescence, ACh EC20; 0% = ACh EC20, 100% = maximal ACh. activation, % at 3 µM. 360,000 tested, 0.088% active. AID 588819; in the data active means activation above about 19%, passing the limit was not always enough
M1 ag parental – counter-screen for M1 agonists: effect in parental CHO-K1 cells; AID 602248; Fluo-8 calcium fluorescence; scaled to maximal ATP response, vehicle zero; 360,000 tested, 0.48% active; activation, % at 3 µM; in the data active means activation above about 15%;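 further: untransfected CHO-K1 host cells lacking M1 receptor as counterscreen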
CHO-K1 Ca antag – M1 antagonist counterscreen hit in parental CHO-K1 cells; ATP-induced calcium, Fluo-8 fluorescence; inhibition, % at 3 µM; 360,000 tested, 0.6% active;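 active means inhibition above a per-plate cutoff, the plate's mean sample inhibition plus 3 SD, cut at about 24% in these data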;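 further: 0% = DMSO plus EC80 ATP and 100% = DMSO alone without ATP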
Numbers without * were called inactive; · = not tested or not shown. Compounds as they come. About 4.4% of those tested had a hit in this group.

molecule	M1 PAM parental	CHRM1 antagonist	CHO parental Ca	M1 ag	TAAR1 antag	TAAR1 ag	CHRM1 PAM	M1 ag parental	CHO-K1 Ca antag
Cc1cc(C(=O)NNC(=S)NC(C)c2ccccc2)cs1 (stereo unspecified)	8	-11	-5	-2	-13	2	6	0.6	-9
O=C(Nc1ccccc1F)n1ncc2cc(Cl)ccc21	-4	4	3	-2	-9	7	3	0.6	6
CC1CCCCN1C(=O)CN1C(=O)NC2(CCCCC2C)C1=O (stereo unspecified)	-4	8	-17	-3	-2	3	-2	0.0	-7
O=C(NCC1COc2ccccc2O1)C1CCCN(S(=O)(=O)c2cnc[nH]2)C1 (stereo unspecified)	25	-21	6	-3	-4	1	12	0.8	-14
COc1ccc([N+](=O)[O-])cc1NC(=O)C(C)N1CCCC1 (stereo unspecified)	-5	-8	0	-7	-16	0	10	1.2	-16
NC(=O)C1CCCN(C(=S)Nc2ccccc2)C1 (stereo unspecified)	12	-6	-2	-3	8	1	9	0.4	0
O=C(CSc1c2c(nc3cc(Cl)ccc13)CCCC2)NCCN1CCOCC1	11	-10	-11	-11	-9	6	11	-0.1	-5
CCc1ccc(OCC(=O)Nc2ncn[nH]2)cc1	12	7	-1	-6	-10	9	1	0.1	-9
O=c1[nH]c(SCc2cccc(F)c2)nc2ccccc12	-6	2	-15	-3	-1	14	-3	2.3	-4
Cc1ccccc1NC(=O)COc1ccc2oc(=O)cc(C)c2c1	13	-6	-10	-5	-1	2	10	1.6	2
COc1cccc(-c2nnc(SCC(=O)NC3CCS(=O)(=O)C3)n2C)c1 (stereo unspecified)	21	-4	-16	-5	-20	7	6	1.0	-12
CCN1CCN(c2cc(=O)n(-c3cc(Cl)ccc3C)c(=O)[nH]2)CC1	-6	13	0	-4	-17	12	-6	0.3	-25
Cc1ccc(N=Cc2ccc(O)cc2O)cc1F	14	-8	2	-7	-19	5	7	0.9	-10
COC(c1ccccc1)c1nnc(CCC(=O)N(C)C(C2CC2)C2CC2)o1 (stereo unspecified)	-5	-4	-10	-6	0	5	6	-0.4	9
NC(=O)c1ccc2nc(-c3ccccc3)c(-c3ccccc3)nc2c1	-6	-6	-10	-4	-1	8	6	0.4	-5
CCc1cc2c(=O)n(CC(=O)NC3CCCCC3)cnc2s1	9	-8	-17	-4	-4	1	9	0.1	-5
COc1nonc1NC(=O)CSc1nc2ccccc2[nH]1	15	-1	-16	-1	-1	10	2	0.6	-8
Cc1onc(-c2ccccc2)c1C(=O)Nc1cccc2nsnc12	-1	-10	-17	-2	2	0	5	-0.1	2
COc1ccc(NC(=O)N(C)C[C@H]2Oc3c(NS(=O)(=O)c4cccs4)cccc3C(=O)N([C@@H](C)CO)C[C@@H]2C)cc1	10	-4	-10	2	0	3	12	-0.3	-9
Cc1cc(/C=C2\Sc3ccccc3N2C)cc(C)[n+]1CC1CCCO1 (stereo unspecified)	17	5	·	-13	7	1	4	4.9	-8

(further entries)
molecule	M1 PAM parental	CHRM1 antagonist	CHO parental Ca	M1 ag	TAAR1 antag	TAAR1 ag	CHRM1 PAM	M1 ag parental	CHO-K1 Ca antag
CCC(C)(C)NC(=O)C(c1cccn1C)N(C(=O)Cn1nnc2ccccc21)c1ccc(NC(C)=O)cc1 (stereo unspecified)	5	-6	4	-6	-3	0	6	0.3	-10
Cc1ccc(NC(=S)N/N=C2/CCCCc3ccccc32)cc1	14	-11	-5	-6	-20	-2	5	-0.2	-14
CC(=O)c1cccc(NC(=O)C(C)Sc2nnc3ccccn23)c1 (stereo unspecified)	-14	-10	·	-2	11	1	5	3.3	5
COc1ccc(OC)c(NC(=O)COc2coc(CN3CCCc4ccccc43)cc2=O)c1	-11	11	-12	-3	9	3	-4	7.1	-5
O=C(CN1CCOCC1)Nc1cccc(Cl)c1Cl	24	-9	0	-7	-2	4	9	3.0	-10
O=C(NCc1ccco1)c1c(Cl)cccc1Cl	17	-3	·	-5	-26	7	4	0.4	-10
CNc1nc(N)c(C(=O)Nc2cc(C)on2)s1	5	5	-3	-2	5	2	1	2.0	-12
CC(=O)Nc1ccc(NC(=O)CN2CCCC(C)C2)c(Cl)c1 (stereo unspecified)	20	5	8	-5	-18	18	0	1.0	-7
CCOC(=O)CC1=C(C#N)C(c2cccnc2)C(C(=O)OCC)=C(N)O1 (stereo unspecified)	14	9	-3	-4	7	0	-3	1.0	-5
CC12CCC(C(=O)OC3CCCCC3)(OC1=O)C2(C)C (stereo unspecified)	10	-3	-10	-2	-3	0	5	1.0	-11
CC(=O)Nc1ccc(/C(C)=N/NS(=O)(=O)c2ccccc2)cc1	2	-6	-7	-5	-2	3	7	0.0	8
CC1Cc2ccccc2N1C(=O)Cn1nc(C(=O)O)c2ccccc2c1=O (stereo unspecified)	-3	-1	-21	-2	-7	7	1	1.1	5
O=C(Nc1ccnn1C1CCN(CCCc2ccccc2)CC1)c1ccccc1	-4	-12	-18	-4	-14	3	3	0.5	-2
COc1ccc(C(=O)Cn2cnc3ccccc3c2=O)cc1	17	0	-6	-3	-3	4	1	1.9	-18
CC(C)CC(C(=O)Nc1cccc(O)c1)N1C(=O)c2ccccc2C1=O (stereo unspecified)	18	-14	-10	-3	-1	4	7	2.3	-4
CC1=Nc2ccccc2/C1=C/c1c(N)n2c(S(=O)(=O)C(C)C)nsc2nc1=O	16	0	-6	-2	6	2	8	-0.1	-5
O=C(Cn1cccc1C(=O)c1ccccc1)NCCc1ccc(Cl)cc1	18	-1	-11	5	-7	0	5	0.2	16
Cc1cnc(NC(=O)c2ccc3c(c2)C(=O)N(Cc2cccnc2)C3=O)s1	-10	-8	-8	-2	-8	2	8	0.1	-10
Cc1cc(C)cc(-n2nnnc2-c2cn(C)nc2C(F)(F)F)c1	-4	2	-20	-2	-5	-1	4	0.9	-6
CC(=O)C1C(c2ccc(F)cc2)C2C(C)=NN=C2CC1(C)O (stereo unspecified)	20	1	-6	-6	-14	3	6	7.0	0

(continued)
molecule	M1 PAM parental	CHRM1 antagonist	CHO parental Ca	M1 ag	TAAR1 antag	TAAR1 ag	CHRM1 PAM	M1 ag parental	CHO-K1 Ca antag
COc1ccc(Br)cc1/C=C/C(=O)c1ccc(NC(C)=O)cc1	-3	9	-6	-2	56*	13	-5	4.3	6
Cc1ccc(SCc2ccc(C(=O)NCc3ccncc3)cc2)cc1	-4	-6	-9	1	-12	16	-7	4.6	4
O=C1CN(C(=O)c2ccccc2F)c2ccccc2N1	13	-5	-2	-4	-8	3	4	1.1	-17
O=C(CC(=O)N1CCOCC1)N1CCOCC1	11	-4	·	0	10	1	4	0.8	-4
COC(=O)[C@@]1(Cc2ccc(F)cc2)[C@H]2c3cc(C(=O)N(C)C)n(Cc4cc(C)n(C)n4)c3C[C@H]2CN1C(=O)c1ccccc1	-1	·	·	·	2	2	·	0.8	-11
Cc1ccc(C)c(N2CCN(C(=O)Cn3c(=O)oc4cc(S(=O)(=O)N5CCCC5)ccc43)CC2)c1	18	-13	-5	0	·	·	13	0.3	-7
COCCn1c(SCC(=O)Nc2cc(C)on2)nc2ccccc21	13	27	-3	-7	4	1	-5	1.1	-6
Cc1ccc(-c2nnc(N3CCOCC3)c3ccccc23)cc1S(=O)(=O)NCC1CCCO1 (stereo unspecified)	11	-2	-25	-3	9	7	-1	2.4	4
CN(C)CCNC(=S)Nc1ccc(Cl)cc1Cl	11	-6	-4	-14	1	3	9	6.9	3
O=c1oc2ccccc2cc1-c1csc(Nc2ccc(O)cc2)n1	6	-3	5	-6	15	1	2	1.7	-6
CC(C)OCCCNC(=O)c1ccc2c(c1)S(=O)(=O)c1ccccc1C2=O	-12	-4	-11	-2	14	4	1	2.5	-12
COc1ccc(OCc2cc(C(=O)N(C)Cc3cc(C4CC4)n[nH]3)no2)c(Cl)c1	4	3	6	-1	-27	-2	0	3.1	-7
COCCCN1C(=O)C(CC(=O)NCCN2CCOCC2)CC(C(=O)N(C)C)=C1C (stereo unspecified)	14	0	·	-5	11	1	2	0.9	3
COc1cc(C(=O)Nc2cc(C(F)(F)F)ccc2N2CCOCC2)ccc1OCC(=O)N1CCOCC1	-1	10	-8	-3	0	0	-3	0.6	-3
O=C(NCc1cccnc1)C(=O)NCC(c1ccco1)N1CCOCC1 (stereo unspecified)	16	-2	-12	-2	-55	2	2	1.6	-12
COc1cc(/C=C(\C#N)c2nc(-c3cc4ccccc4oc3=O)cs2)ccc1O	12	-3	-7	-1	15	2	4	0.0	1
COc1cccc(OC)c1C(=O)NC(=S)Nc1ccc2c(c1)OCCO2	-9	14	-13	-5	-12	-1	-9	0.0	20
CN(C(=O)c1cc([N+](=O)[O-])ccc1N1CCCC1)C1CCCCC1	-5	-15	-20	-3	2	-2	13	-0.4	7
O=C(NC1CCCC1)c1ccc(Br)o1	19	-8	3	-4	0	11	6	0.2	-8

A few values from the list:
M1 ag result of `COc1ccc(Br)cc1/C=C/C(=O)c1ccc(NC(C)=O)cc1` stands at -2
M1 PAM parental result of `O=C(NC1CCCC1)c1ccc(Br)o1` stands at 19
